Screening data (PubChem)
TcdB GH inh = TcdB glycohydrolase inhibitors, primary screen, biochemical, single point, plate reader; hit rate 0.24% among 350,000; TcdB glycohydrolase enzymatic assay; Toxin B (Clostridioides difficile), P18177; AID 652162, 2013; inhibition, % at 9.99 µM; in the data active = inhibition above about 10%
Active calls of the source: *. A portion of the library; the hit share may differ from the screen's.

SMILES	TcdB GH inh
O=C(Nc1ccc(F)cc1)N[C@H]1C=C[C@H](CC(=O)N2CCOCC2)O[C@H]1CO	-4.5
COc1ccc(S(=O)(=O)Nc2cccc3c2O[C@H](CN(C)C(=O)NC(C)C)[C@H](C)CN([C@H](C)CO)C3=O)cc1	-1.9
Cc1noc(C)c1S(=O)(=O)N(C)C[C@@H]1OCCCC[C@H](C)Oc2ccc(NC(=O)c3ccccc3)cc2C(=O)N([C@@H](C)CO)C[C@H]1C	-0.2
O=C(C[C@H]1CC[C@@H](NC(=O)c2ccccn2)[C@H](CO)O1)NCc1cc(F)cc(F)c1	0.0
O=C(C[C@H]1C=C[C@H](NC(=O)C2CCC2)[C@H](CO)O1)NC1CCC1	0.2
COc1ccc(NC(=O)N(C)C[C@H]2Oc3ccc(NS(=O)(=O)c4ccc(OC)cc4)cc3CC(=O)N([C@@H](C)CO)C[C@H]2C)cc1	0.4
C[C@H](CO)N1C[C@H](C)[C@@H](CN(C)Cc2ccc(Oc3ccccc3)cc2)Oc2ccc(NC(=O)Cc3cn(C)c4ccccc34)cc2C1=O	-0.8
CCC(=O)N1CC(=O)N2[C@H](CO)[C@H](c3ccc(-c4cccc(C(=O)N(C)C)c4)cc3)[C@@H]2C1	-0.1
N#C[C@H]1[C@H](c2ccccc2-c2cccc(F)c2)[C@@H](CO)N1C(=O)C1CCOCC1	-0.4
O=C1CN(S(=O)(=O)Cc2ccccc2)C[C@H]2[C@H](c3ccc(C#Cc4cccnc4)cc3)[C@H](CO)N12	0.0
CC(C)NC(=O)N1C[C@@H]2[C@H](c3ccccc31)[C@H](CO)N2C(=O)c1ccc(F)cc1	0.0
C[C@H](CO)N1C[C@H](C)[C@@H](CN(C)Cc2ccc(-c3ccccc3)cc2)Oc2ccc(NS(=O)(=O)c3cn(C)cn3)cc2C1=O	0.4
COC(=O)[C@]12CCCCC=C1N(CCc1ccc(OC)c(OC)c1)C(=O)[C@H](CC(=O)NCc1ccc(OC)c(OC)c1)C2	2.5
CCC(=O)Nc1ccc2c(c1)C(=O)N(C)[C@H]1CC[C@H](CC(=O)N[C@H](C)c3ccccc3)O[C@@H]1CO2	0.2
CCN1[C@H](C(=O)NC2Cc3ccccc3C2)[C@@H](CO)[C@@H]2Cn3c(ccc(C4=CCCCC4)c3=O)[C@@H]21	-0.3
C[C@@H]1CN([C@H](C)CO)C(=O)Cc2cc(NC(=O)Nc3ccc(C(F)(F)F)cc3)ccc2O[C@@H]1CN(C)CC1CCCCC1	-0.4
Cc1ccc(S(=O)(=O)Nc2ccc3c(c2)C(=O)N([C@@H](C)CO)C[C@@H](C)[C@@H](CN(C)C(=O)Nc2ccc(C(F)(F)F)cc2)OCCCC[C@H](C)O3)cc1	0.2
C[C@H](NC(=O)[C@@H]1[C@@H](CO)[C@@H]2Cn3c(cccc3=O)[C@H]1N2C(=O)C1CCCC1)c1ccccc1	1.1
CC(C)c1cn(CC[C@@H]2CC[C@@H](NS(=O)(=O)c3ccccc3)[C@H](CO)O2)nn1	-0.2
CC(C)NC(=O)Nc1ccc2c(c1)CC(=O)N([C@@H](C)CO)C[C@@H](C)[C@H](CN(C)C(=O)Nc1ccc(C(F)(F)F)cc1)O2	-0.3
C[C@@H]1CCCCO[C@H](CN(C)C(=O)C2CCCCC2)[C@H](C)CN([C@H](C)CO)C(=O)c2cc(NC(=O)C3CCCCC3)ccc2O1	-1.4
C[C@H]1CN([C@@H](C)CO)C(=O)c2ccccc2-c2ccccc2CO[C@@H]1CN(C)S(=O)(=O)c1cccc(C#N)c1	0.9
O=C(NC[C@@H]1CC[C@@H]2[C@@H](CN2Cc2cccc(Cl)c2)O1)C1CCOCC1	-0.1
CC(C)NC(=O)Nc1ccc2c(c1)C(=O)N([C@H](C)CO)C[C@@H](C)[C@@H](CN(C)Cc1ccc(Cl)c(Cl)c1)O2	1.3
CCCCNC(=O)c1nc(C2CCN(S(=O)(=O)c3ccc(Cl)cc3)CC2)oc1-c1ccccc1	-0.2

Some of the entries above in another layout:
compound | TcdB GH inh
COC(=O)[C@]12CCCCC=C1N(CCc1ccc(OC)c(OC)c1)C(=O)[C@H](CC(=O)NCc1ccc(OC)c(OC)c1)C2 | 2.5
CCC(=O)Nc1ccc2c(c1)C(=O)N(C)[C@H]1CC[C@H](CC(=O)N[C@H](C)c3ccccc3)O[C@@H]1CO2 | 0.2
CCN1[C@H](C(=O)NC2Cc3ccccc3C2)[C@@H](CO)[C@@H]2Cn3c(ccc(C4=CCCCC4)c3=O)[C@@H]21 | -0.3
C[C@@H]1CN([C@H](C)CO)C(=O)Cc2cc(NC(=O)Nc3ccc(C(F)(F)F)cc3)ccc2O[C@@H]1CN(C)CC1CCCCC1 | -0.4
Cc1ccc(S(=O)(=O)Nc2ccc3c(c2)C(=O)N([C@@H](C)CO)C[C@@H](C)[C@@H](CN(C)C(=O)Nc2ccc(C(F)(F)F)cc2)OCCCC[C@H](C)O3)cc1 | 0.2
C[C@H](NC(=O)[C@@H]1[C@@H](CO)[C@@H]2Cn3c(cccc3=O)[C@H]1N2C(=O)C1CCCC1)c1ccccc1 | 1.1
CC(C)c1cn(CC[C@@H]2CC[C@@H](NS(=O)(=O)c3ccccc3)[C@H](CO)O2)nn1 | -0.2
CC(C)NC(=O)Nc1ccc2c(c1)CC(=O)N([C@@H](C)CO)C[C@@H](C)[C@H](CN(C)C(=O)Nc1ccc(C(F)(F)F)cc1)O2 | -0.3
C[C@@H]1CCCCO[C@H](CN(C)C(=O)C2CCCCC2)[C@H](C)CN([C@H](C)CO)C(=O)c2cc(NC(=O)C3CCCCC3)ccc2O1 | -1.4
C[C@H]1CN([C@@H](C)CO)C(=O)c2ccccc2-c2ccccc2CO[C@@H]1CN(C)S(=O)(=O)c1cccc(C#N)c1 | 0.9
O=C(NC[C@@H]1CC[C@@H]2[C@@H](CN2Cc2cccc(Cl)c2)O1)C1CCOCC1 | -0.1
CC(C)NC(=O)Nc1ccc2c(c1)C(=O)N([C@H](C)CO)C[C@@H](C)[C@@H](CN(C)Cc1ccc(Cl)c(Cl)c1)O2 | 1.3
CCCCNC(=O)c1nc(C2CCN(S(=O)(=O)c3ccc(Cl)cc3)CC2)oc1-c1ccccc1 | -0.2

Additional entries.
SMILES	TcdB GH inh
C[C@@H]1CCCCO[C@@H](CN(C)Cc2ccncc2)[C@@H](C)CN([C@H](C)CO)C(=O)c2cc(NC(=O)C3CCCCC3)ccc2O1	0.8
O=C(Nc1cc(F)ccc1F)N1CCCCN2[C@H](CO)[C@@H](c3ccc(-c4cccnc4)cc3)[C@H]2C1	0.9
COCC(=O)Nc1ccc2c(c1)C(=O)N(C)C[C@H](OC)[C@@H](C)CN(C(=O)Cc1ccccn1)[C@@H](C)CO2	1.0
CC(C)CC#Cc1ccc([C@H]2[C@@H](CO)N3C(=O)CN(C(=O)c4ccccn4)C[C@@H]23)cc1	0.0
CO[C@@H]1CN(C)C(=O)c2cc(NC(=O)C3CCCC3)ccc2OC[C@@H](C)N(C)C[C@H]1C	-0.3
C[C@@H]1CN([C@H](C)CO)C(=O)c2cc(NC(=O)Cc3cn(C)c4ccccc34)ccc2O[C@H]1CN(C)S(=O)(=O)c1cn(C)cn1	-7.3
CO[C@H]1CN(C)C(=O)c2ccc(NC(=O)c3ccno3)cc2OC[C@H](C)NC[C@@H]1C	-0.9
O=C(NC1CCCC1)N1CCCCN2[C@H](C1)[C@H](c1ccc(-c3ccccc3)cc1)[C@@H]2CO	0.7
COc1ccc(-c2ccc([C@@H]3[C@@H](CO)N4C(=O)CN(C(=O)C5CCC5)C[C@H]34)cc2)cc1	-0.7
C[C@H](CO)N1C[C@H](C)[C@@H](CN(C)Cc2ccncc2)OCCCC[C@H](C)Oc2ccc(NC(=O)NC3CCCCC3)cc2C1=O	-0.5
OC[C@@H]1[C@H](c2ccc(-c3ccccc3F)cc2)[C@H]2CN(Cc3cccnc3)CCCCN12	-0.7
COCC(=O)N(C)C[C@@H]1Oc2ncc(C#Cc3ccncc3)cc2C(=O)N([C@H](C)CO)C[C@@H]1C	0.0
COc1cccc(C(C(=O)NC2CCCC2)N2CCN(c3cc(C)nc4ccccc34)CC2)c1OC (configuration not stated)	1.1
C/C=C/c1cccc(-c2nc(C(=O)NCc3ccncc3)cc3c2[C@H](CCO)N([S@@](=O)C(C)(C)C)C3)c1	-0.4
O=C(C[C@H]1C[C@H]2c3cc(NC(=O)C4CCC4)ccc3O[C@H]2[C@H](CO)O1)NCc1ccccc1F	-0.2
CC(C)NC(=O)Nc1ccc2c(c1)C(=O)N([C@@H](C)CO)C[C@@H](C)[C@@H](CN(C)C(=O)Nc1ccc(C(F)(F)F)cc1)OCCCC[C@H](C)O2	1.5
COc1ccc(S(=O)(=O)N(C)C[C@H]2Oc3ccc(NS(=O)(=O)c4ccc(C)cc4)cc3C(=O)N([C@H](C)CO)C[C@@H]2C)cc1	1.0
CCCN1[C@@H]2Cn3c(ccc(C4=CCCC4)c3=O)[C@H]1[C@@H](C(=O)NCc1ccccn1)[C@@H]2CO	-7.6
CO[C@H]1CN(C)C(=O)c2cc(NC(=O)C3CC3)ccc2OC[C@H](C)N(C(=O)c2ccccc2F)C[C@@H]1C	-0.7
CC(=O)N1[C@@H](CO)[C@@H]2c3ccccc3N(C(=O)c3ccc(F)cc3)C[C@@H]21	0.2
CC(C)NC(=O)NCC[C@H]1CC[C@@H](NS(=O)(=O)c2ccc(Oc3ccccc3)cc2)[C@@H](CO)O1	-1.4
C[C@@H]1CN([C@@H](C)CO)S(=O)(=O)c2ccc(C#Cc3ccccn3)cc2O[C@H]1CN(C)C	0.2
C[C@@H]1CN([C@H](C)CO)C(=O)c2cccc(NC(=O)Nc3ccccc3)c2O[C@@H]1CN(C)C(=O)Nc1ccc(C(F)(F)F)cc1	2.2
N#C[C@@H]1[C@@H](c2ccc(C#CC3CCCCC3)cc2)[C@H](CO)N1C(=O)c1cccc(F)c1	-13
CCNC(=O)C[C@H]1C=C[C@@H](NC(=O)C2CCC2)[C@H](CO)O1	-9.9
Later entries:
SMILES	TcdB GH inh
C[C@@H]1CN([C@@H](C)CO)C(=O)c2cccc(NS(=O)(=O)c3cn(C)cn3)c2O[C@@H]1CN(C)Cc1ccc2c(c1)OCO2	-0.3
COc1ccccc1S(=O)(=O)N1C[C@@H](O)COC[C@@H]2O[C@@H](CC(=O)O)CC[C@H]21	-0.7
Cc1noc(C)c1S(=O)(=O)Nc1ccc2c(c1)CC(=O)N([C@H](C)CO)C[C@H](C)[C@@H](CN(C)C(=O)Nc1ccc(C(F)(F)F)cc1)O2	1.2
COc1ccc(CN(C)C[C@@H]2OCCCC[C@H](C)Oc3ccc(NS(=O)(=O)c4cccs4)cc3C(=O)N([C@@H](C)CO)C[C@@H]2C)cc1	0.6
COc1ccc(CN2C(=O)CN(S(C)(=O)=O)CC2(C)C(=O)NC(C)C)cc1OC (configuration not stated)	1.2
CCCNC(=O)Nc1ccc2c(c1)OC[C@@H](C)N(Cc1ccncc1)C[C@@H](C)[C@H](OC)CN(C)C2=O	-0.7
O=C(O)C[C@@H]1C[C@H]2c3cc(NC(=O)NC4CCCC4)ccc3O[C@H]2[C@@H](CO)O1	0.9
CO[C@H]1CN(C)C(=O)c2ccc(NC(=O)NC(C)C)cc2OC[C@@H](C)N(C(=O)C2CCC2)C[C@@H]1C	0.5
CS(=O)(=O)N1[C@H](C#N)[C@@H](c2ccccc2-c2ccccc2F)[C@H]1CO	1.5
COCCN1C(=O)[C@H]2C[C@@]13O[C@H](c1ccc(C(F)(F)F)cc1)N=C3C[C@H](c1ccccc1)[C@H]2C	1.7
CCC(=O)N1CCCCN2[C@H](CO)[C@@H](c3ccc(C#CCOC)cc3)[C@H]2C1	0.0
O=C(Nc1cccc(F)c1)N1CC(=O)N2[C@H](CO)[C@@H](c3ccc(-c4ccccc4)cc3)[C@H]2C1	0.0
COc1ccc(CN(C)C[C@H]2OCCCC[C@H](C)Oc3ccc(NC(=O)c4ccccc4)cc3C(=O)N([C@H](C)CO)C[C@@H]2C)cc1	-0.3
C[C@@H]1CN([C@@H](C)CO)C(=O)Cc2cc(NC(=O)C3CC3)ccc2O[C@H]1CN(C)CC1CC1	0.4
COCC(=O)Nc1ccc2c(c1)OC[C@H](C)N(Cc1ccccc1OC)C[C@H](C)[C@H](OC)CN(C)C2=O	-18
CC(C)NC(=O)Nc1ccc2c(c1)CC(=O)N([C@H](C)CO)C[C@@H](C)[C@H](CN(C)Cc1ccc(Oc3ccccc3)cc1)O2	1.1
C[C@@H]1CN([C@@H](C)CO)C(=O)c2c(c3ccccc3n2C)-c2ccccc2CO[C@@H]1CN(C)Cc1cccc(F)c1	1.2
O=C(Nc1ccccc1F)N1CC(=O)N2[C@@H](CO)[C@H](c3ccc(C#CC4CC4)cc3)[C@@H]2C1	-1.3
COc1cccc(C(=O)N[C@@H](Cc2cccnc2)C(=O)N2CCC[C@H]2C(=O)NCc2ccccc2)c1	1.8
CC(C)CC#Cc1ccc2c(c1)O[C@@H](CN(C)C(=O)Cc1ccccc1)[C@@H](C)CN([C@H](C)CO)S2(=O)=O	-3.4
C[C@H]1CN([C@@H](C)CO)S(=O)(=O)c2ccc(-c3ccncc3)cc2O[C@@H]1CN(C)C(=O)C1CC1	-0.1
COc1ccc([C@@H]2C=C(C(=O)N3CCCCC3)O[C@H](OCc3ccc(CO)cc3)C2)cc1	-5.2
C[C@@H]1CN([C@H](C)CO)C(=O)c2cc(-c3cccc(F)c3)cnc2O[C@H]1CN(C)C	-1.0
Cc1noc(C)c1NC(=O)N[C@@H]1C=C[C@H](CC(=O)Nc2ccccc2)O[C@@H]1CO	0.1
O=C(C[C@H]1CC[C@@H]2[C@H](COC[C@H](O)CN2C(=O)c2cnccn2)O1)NCc1ccc(F)cc1	2.1
The list continues.
SMILES	TcdB GH inh
Cc1noc(C)c1NC(=O)Nc1ccc2c(c1)CC(=O)N([C@H](C)CO)C[C@@H](C)[C@@H](CN(C)S(=O)(=O)c1ccc(Cl)cc1)O2	1.0
COc1ccc(S(=O)(=O)Nc2ccc3c(c2)CC(=O)N([C@H](C)CO)C[C@@H](C)[C@@H](CN(C)C(=O)Nc2cccc4ccccc24)O3)cc1	-2.2
COc1ccc2c3c([nH]c2c1)[C@H](CO)N(C)CC31CCN(C(=O)c2ccccn2)CC1	1.3
C[C@H]1CN([C@@H](C)CO)C(=O)c2cc(NC(=O)Cn3cnnn3)ccc2O[C@@H]1CN(C)Cc1ccc(Cl)c(Cl)c1	-12
O=C(Nc1cc(F)ccc1F)N1CC(=O)N2[C@H](CO)[C@@H](c3ccc(/C=C/c4ccccc4)cc3)[C@H]2C1	-0.2
Cc1cccc(C)c1NC(=O)C1(C)CSCC(=O)N1CC(C)C (configuration not stated)	-0.8
